Screening data as filed in PubChem.
PTHR1 agonist: PTHR1 (human) receptor agonism; HEK293 GP2 PTHR1 cells, GloSensor cAMP luminescence, 1 h; Potency, µM (titrated, usually from 115 µM), inactives show at the top dose activation, actives largely listed as activators; 0.075% of 410,000 active; note: potency is the fitted concentration of half-maximal effect; nearly all actives have a fitted effect of over 55% in size; some results filed as inactive show a strong effect at the top dose; inactives centre near -15; many of its hits are not listed in these tables
Target sequence (Q03431 whole entry, looked up): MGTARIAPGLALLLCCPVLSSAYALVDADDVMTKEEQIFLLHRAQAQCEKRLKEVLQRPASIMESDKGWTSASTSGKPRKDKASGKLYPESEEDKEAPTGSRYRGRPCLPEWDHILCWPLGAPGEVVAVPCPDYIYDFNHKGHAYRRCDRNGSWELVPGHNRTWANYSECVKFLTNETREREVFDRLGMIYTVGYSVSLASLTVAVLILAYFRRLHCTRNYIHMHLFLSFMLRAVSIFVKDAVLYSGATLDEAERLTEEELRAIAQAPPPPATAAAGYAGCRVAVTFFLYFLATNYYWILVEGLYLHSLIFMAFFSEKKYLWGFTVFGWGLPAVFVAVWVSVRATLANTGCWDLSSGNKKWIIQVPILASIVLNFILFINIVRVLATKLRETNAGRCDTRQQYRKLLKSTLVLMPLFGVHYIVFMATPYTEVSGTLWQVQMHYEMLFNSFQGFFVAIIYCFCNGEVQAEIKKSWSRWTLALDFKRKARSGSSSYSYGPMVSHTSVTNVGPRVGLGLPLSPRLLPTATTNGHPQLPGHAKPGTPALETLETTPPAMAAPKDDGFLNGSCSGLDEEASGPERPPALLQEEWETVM
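HEK-293-derived GP2 cells expressing PTHR1 and a GloSensor cAMP reporter, 3,000/well, plated overnight, given luciferin plus IBMX (each 0.5 mM as added) for 1 h at 37 °C, then compound for 1 h at 37 °C. Luminescence was read after 15 min at room temperature.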
HEK293 tox: cytotoxic in the GLP-1 receptor inverse agonist counter-screen; HEK293 cAMP-luciferase reporter cells, luminescence, 24 h; 0.13% of 410,000 active; Potency, µM (series often up to 38.3 µM), for inactives: at the top dose activity change, negative = inhibition, most hits filed as inhibitors;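 note: loss of luciferase light is scored as toxicity; potency is the fitted concentration of half-maximal effect; % is set by controls: 0 for no effect and ±100 for the full control effect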
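Luminescence readout: signal drop marks cytotoxicity. Plated cells grew 12 h at 37 °C, 5% CO2, received 23 nL compound for 24 h, then got luciferase reagent, read after 12 min at RT.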
Akt phos inh: blocks phosphorylation of Akt; 0.32% of 360,000 active; Neuro2A IGF-stimulated pAkt S473 HTRF, 20 min; stronger effect = lower value; activity change, % for hits at 50 µM; in the data active = activity change below about -80%; inconclusive = mostly about -51% to -80%; note: % is set by controls: 0 for no effect and ±100 for the full control effect
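Neuro2A cells (4,500/well, DMEM with 0.5% FBS) were treated with compound at a single 50 µM final concentration, stimulated with 6 nM IGF for 20 min at 37 °C, and lysed. Phospho-Akt Ser473 was read by HTRF as 665/615 ratio ×10^4.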
FUS suppressor: suppressors of FUS proteinopathy in yeast. AID 1347120. Potency, µM (doses to about 76.6 µM), for inactives: at the top dose growth rescue (activation), most hits filed as activators. 0.24% of 390,000 active. S. cerevisiae FUS-expressing, growth rescue, OD600, 24 h;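 note: potency is the fitted concentration of half-maximal effect; plate controls were DMSO vehicle for no effect and reference control for full effect; nearly all actives have a fitted effect of over 55% in size; some results filed as inactive show a strong effect at the top dose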
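Compound concentration series was pinned onto galactose-induced FUS-expressing yeast seeded at OD 0.005. Plates sat 24hr at 30C; absorbance at 600 nm gave growth. DMSO served as background control.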
aSyn rescue: inhibitors of alpha-synuclein toxicity in yeast; Yeast expressing alpha-synuclein, growth rescue, BacTiter-Glo, 24 h; Potency, µM (doses to about 46.1 µM), for inactives: at the top dose growth rescue (activation), actives largely listed as activators; 0.14% of 370,000 active; AID 652106; note: potency is the fitted concentration of half-maximal effect; % of control where 0% means no effect; nearly all actives have a fitted effect of over 65% in size
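Readout is rescue of growth in alpha-synuclein-expressing yeast, so inhibitors of toxicity appear as activators. Growth after 24 hr at 30 deg C in galactose medium is quantified by luminescence.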
Mm-Cpn inhibitor: inhibitors of Methanococcus maripaludis chaperonin (MmCpn). 0.031% of 330,000 active. Potency, µM (highest dose often 76.9 µM), without a hit: at the top dose activity, negative = inhibition, usual class: inhibitors. AID 504842. purified Mm-Cpn ATPase, ADP Transcreener TR-FRET; note: potency is the fitted concentration of half-maximal effect; % is set by controls: 0 for no effect and ±100 for the full control effect; nearly all actives have a fitted effect of over 80% in size
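Inhibition of chaperonin ATP hydrolysis is measured as reduced ADP production, detected by competitive TR-FRET in which signal falls with ADP. Final enzyme 25 nM and ATP 10 uM, reacted 30 min at 37°C.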
GLP1R inv ag: inverse agonists of human GLP-1 receptor; P43220; HEK293 GLP-1R CRE-luciferase, luminescence, 24 h; GLP-1R form is constitutively active; Potency, µM (top dose mostly 38.3 µM), without a hit: at the top dose activity change, negative = inhibition, usual class: inhibitors; 1.6% of 410,000 active; AID 624417; note: potency is the fitted concentration of half-maximal effect; % is set by controls: 0 for no effect and ±100 for the full control effect; nearly all actives have a fitted effect of over 55% in size
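GLP-1R inverse agonism mode: basal reporter luminescence in engineered HEK293 cells measured after one day of compound exposure at 37 deg C, with a 12 min room-temperature detection step.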
Abeta rescue: compounds reversing amyloid beta toxicity in yeast. yeast expressing A-beta42, growth rescue, OD600, 48 h; response scale: 0% DMSO, 100% iron-clioquinol control. Potency, µM (doses to about 46.1 µM), for the others: at the highest dose growth rescue, most hits filed as activators. 0.063% of 410,000 active. AID 1347071; note: potency is the fitted concentration of half-maximal effect; nearly all actives have a fitted effect of over 55% in size
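Growth rescue measured by 600 nm absorbance after 48 h yeast culture at 30 C with compound. Values normalized between DMSO and an equimolar ferric chloride plus clioquinol control.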
TDP43 rescue: TDP-43 toxicity inhibition in yeast | TDP-43 expressing yeast growth rescue, BacTiter-Glo, 24 h | 1.8% of 410,000 active | AID 652104 | Potency, µM (top dose mostly 46.1 µM), for inactives: at the highest dose growth rescue (activation), hits mostly activators; note: potency is the fitted concentration of half-maximal effect; % of control where 0% means no effect; nearly all actives have a fitted effect of over 50% in size
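Yeast cells expressing TDP-43 under galactose induction are exposed to compounds for 24 hr at 30 deg C. BacTiter-Glo luminescence measures growth, so protective compounds score as activators.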
* marks the source's active call; other numbers are inactive results; i = inactive; u = inconclusive; x = no result given; [ ] = dose if it differs, or a comment. Unless noted, calls come from the whole dose curve; as a rule, active = well fitted curve in the direction sought with a large enough effect; inconclusive = small, poorly fitted or top-dose-only effect, or another doubt; inactive = no such curve, though single readings can be large; an effect the other way counts as inactive or inconclusive. These rows are one share of the data; count on the stated rates, not on these rows.

A first look:
SMILES	PTHR1 agonist	HEK293 tox	Akt phos inh	FUS suppressor	aSyn rescue	Mm-Cpn inhibitor	GLP1R inv ag	Abeta rescue	TDP43 rescue
COCCN(C(=O)COC(=O)c1ccc(-c2ccccc2)cc1)c1c(N)n(Cc2ccccc2)c(=O)[nH]c1=O	-43%[inhibitor]	-19%	i	x	5%	x	-10%	3%	0%
Cc1ccc(CSc2nc3ccc(NC(=O)COc4ccc(F)cc4)cc3s2)cc1	-3%	4%	x	2%	x	x	11%	-13%	-1%

This part in full, from the start:
SMILES	PTHR1 agonist	HEK293 tox	Akt phos inh	FUS suppressor	aSyn rescue	Mm-Cpn inhibitor	GLP1R inv ag	Abeta rescue	TDP43 rescue
COCCN(C(=O)COC(=O)c1ccc(-c2ccccc2)cc1)c1c(N)n(Cc2ccccc2)c(=O)[nH]c1=O	-43%[inhibitor]	-19%	i	x	5%	x	-10%	3%	0%
Cc1ccc(CSc2nc3ccc(NC(=O)COc4ccc(F)cc4)cc3s2)cc1	-3%	4%	x	2%	x	x	11%	-13%	-1%
Cc1cc(C)cc(NC(=O)CCOc2ccccc2)c1	i	-31%	i	15%	5%	-2%	-27%	14%	18%
c1ccc(CSCc2nc3ccccc3[nH]2)cc1	-2%	12%	i	x	-2%	-2%	5%	11%	0%
CCOc1ccccc1NC(=O)COC(=O)C1CCC1	-8%	-3%	i	-14%	-10%	x	44%[activator]	-1%	24%
CC(C)CNS(=O)(=O)c1cc(C(=O)OCC(=O)c2ccc3c(c2)OCCO3)c(Cl)cc1Cl	-30%[inhibitor]	-14%	i	47%	1%	-18%	-7%	6%	-1%
COc1ccc(C2=NOC(C(=O)NC(C)(C)C)C2)cc1 (stereo not drawn)	-6%[57.5 µM]	-1%	i	13%	5%	3%	16%	18%	1%
O=C(NCc1ccc(F)cc1Cl)C1CCN(S(=O)(=O)N2CCC3(CC2)OCCO3)CC1	i	u	i	-3%	14%	-1%	-3%	-1%	-21%
O=C(c1ccco1)N1CCN(C(c2ccccc2)c2nnnn2Cc2cccs2)CC1 (stereo not drawn)	0%[57.5 µM]	-16%	i	20%	-3%	-2%	u	-10%	-7%
O=C(C1CC(=O)N(c2ccc(F)cc2)C1)N1CCN(c2ccccc2)CC1 (stereo not drawn)	i	10%	i	15%	0%	-1%	-19%	-16%	7%
COc1ccc(OCC(=O)Nc2cccc(C(=O)OCc3cc(=O)n4nc(C)sc4n3)c2)cc1	u	-23%	x	13%	x	x	-16%	-8%	5%
Cc1cccc(OCc2nnc(SCc3nc4ccccc4c(=O)[nH]3)o2)c1	i	7%	i	-37%	-14%	2%	-5%	10%	6%

As a short view, twelve of the compounds above:
SMILES	PTHR1 agonist	HEK293 tox	Akt phos inh	FUS suppressor	aSyn rescue	Mm-Cpn inhibitor	GLP1R inv ag	Abeta rescue	TDP43 rescue
COCCN(C(=O)COC(=O)c1ccc(-c2ccccc2)cc1)c1c(N)n(Cc2ccccc2)c(=O)[nH]c1=O	-43%[inhibitor]	-19%	i	x	5%	x	-10%	3%	0%
Cc1ccc(CSc2nc3ccc(NC(=O)COc4ccc(F)cc4)cc3s2)cc1	-3%	4%	x	2%	x	x	11%	-13%	-1%
Cc1cc(C)cc(NC(=O)CCOc2ccccc2)c1	i	-31%	i	15%	5%	-2%	-27%	14%	18%
c1ccc(CSCc2nc3ccccc3[nH]2)cc1	-2%	12%	i	x	-2%	-2%	5%	11%	0%
CCOc1ccccc1NC(=O)COC(=O)C1CCC1	-8%	-3%	i	-14%	-10%	x	44%[activator]	-1%	24%
CC(C)CNS(=O)(=O)c1cc(C(=O)OCC(=O)c2ccc3c(c2)OCCO3)c(Cl)cc1Cl	-30%[inhibitor]	-14%	i	47%	1%	-18%	-7%	6%	-1%
COc1ccc(C2=NOC(C(=O)NC(C)(C)C)C2)cc1 (stereo not drawn)	-6%[57.5 µM]	-1%	i	13%	5%	3%	16%	18%	1%
O=C(NCc1ccc(F)cc1Cl)C1CCN(S(=O)(=O)N2CCC3(CC2)OCCO3)CC1	i	u	i	-3%	14%	-1%	-3%	-1%	-21%
O=C(c1ccco1)N1CCN(C(c2ccccc2)c2nnnn2Cc2cccs2)CC1 (stereo not drawn)	0%[57.5 µM]	-16%	i	20%	-3%	-2%	u	-10%	-7%
O=C(C1CC(=O)N(c2ccc(F)cc2)C1)N1CCN(c2ccccc2)CC1 (stereo not drawn)	i	10%	i	15%	0%	-1%	-19%	-16%	7%
COc1ccc(OCC(=O)Nc2cccc(C(=O)OCc3cc(=O)n4nc(C)sc4n3)c2)cc1	u	-23%	x	13%	x	x	-16%	-8%	5%
Cc1cccc(OCc2nnc(SCc3nc4ccccc4c(=O)[nH]3)o2)c1	i	7%	i	-37%	-14%	2%	-5%	10%	6%

More records
SMILES	PTHR1 agonist	HEK293 tox	Akt phos inh	FUS suppressor	aSyn rescue	Mm-Cpn inhibitor	GLP1R inv ag	Abeta rescue	TDP43 rescue
COc1ccc(OC)c(N/C(C)=C/C(=O)c2ccncc2)c1	i	11%	i	5%	3%	-1%	0%	25%	12%
CCc1nc2ccc(C(=O)NCCCN3CCCC3=O)cn2c1N(C)C(=O)c1cccc(OC)c1	-5%	7%	i	-6%	-3%	x	8%	11%	15%
O=C(NCC(=O)N1CCN(c2ncccn2)CC1)c1cccs1	i	-13%	i	9%	3%	1%	9%	-9%	5%
COCCNC(=O)CN1C(=O)NC(c2ccccc2)(c2ccccc2)C1=O	-12%	-6%	i	-19%	6%	-1%	-9%	-19%	8%
O=C(CSc1nnc(-c2cccs2)n1CC1CCCO1)N1CCCC1 (stereo not drawn)	-6%	4%	i	-15%	-6%	-1%	17%	-1%	4%
C[C@@H]1COC(=O)[C@@H](CC(=O)OC(C)(C)C)C/C=C\C[C@H](CC(=O)N(CCO)Cc2ccccc2)C(=O)N1	-19%	2%	i	22%	1%	-1%	15%	-11%	u
CCOC(=O)c1cnc2ccc(C(=O)OC)cc2c1NCCCN1CCOCC1	-18%	7%	i	5%	-2%	-2%	27%	3%	-4%
COc1ccc(NC(=O)CC2SC(=NCC3CCCO3)NC2=O)c([N+](=O)[O-])c1 (stereo not drawn)	i	8%	i	4%	1%	2%	16%	3%	2%
COc1cc(C(C(=O)NC2CCCCC2)N(Cc2cccs2)C(=O)Cc2c[nH]c3ccccc23)cc(OC)c1OC (stereo not drawn)	i	-25%	i	15%	-1%	0%	u	-4%	3%
